# TGFb inhibitor = inhibitors of TGF-b signaling | Potency, µM (doses to about 46.1 µM), for inactives: top-dose activity, negative = inhibition, hits mostly inhibitors | HepG2 CAGA-GFP TGF-b/SMAD3 reporter, GFP fluorescence, 18 h; TGF-beta stimulated, 500 pg/mL final | AID 588855 | hit rate 1.2% among 410,000; note: potency is the fitted concentration of half-maximal effect; % is set by controls: 0 for no effect and ±100 for the full control effect; nearly all actives have a fitted effect of over 65% in size
#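 Inhibition of TGF-beta-driven CAGA-GFP reporter expression in HEPG2 cells is measured by cellular GFP fluorescence after 18 h stimulation with 500 pg/mL recombinant TGF-beta in 1% FBS medium at 37 degrees C.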
# Nrf2 block = Nrf2 pathway inhibition. hit rate 2.1% among 360,000. Potency, µM (titrated, usually from 46 µM), for inactives: at the top dose activity change, negative = inhibition, usual class: inhibitors. A549 ARE-Fluc reporter, luciferase luminescence, 18-24 h; note: potency is the fitted concentration of half-maximal effect; % is set by controls: 0 for no effect and ±100 for the full control effect; nearly all actives have a fitted effect of over 60% in size
#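 Quantitative HTS in A549 cells stably bearing an antioxidant response element-firefly luciferase construct. Inhibition of Nrf2-driven transcription was scored by luminescence after 18-24 h of compound exposure at 37 °C.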
# MCF10A rerep = DNA re-replication induction in MCF 10a cells; MCF 10A DNA re-replication, Hoechst nuclear intensity, 48 h; Potency, µM (series often up to 46.1 µM), for the others: top-dose activity, positive = re-replication, usual class: activators; hit rate 2.9% among 350,000; AID 624296; note: potency is the fitted concentration of half-maximal effect; % of control where 0% means no effect; nearly all actives have a fitted effect of over 50% in size
# A549 tox = A549 cytotoxicity, counter-screen for Nrf2 inhibitors; Potency, µM (series often up to 46 µM), without a hit: at the highest dose activity change, negative = cytotoxicity, usual class: inhibitors; AID 504648; A549 ARE-Fluc cells, CellTiter-Fluor viability, 18-24 h; hit rate 0.16% among 390,000; note: potency is the fitted concentration of half-maximal effect; % is set by controls: 0 for no effect and ±100 for the full control effect
#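 Cytotoxicity counterscreen: CellTiter-Fluor fluorescence was measured in A549 ARE_Fluc cells after 18-24 h of compound exposure in a concentration series. The subsequent BugLite luminescent read reports ARE-luciferase activity.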
# ATXN viability = reduces viability in counter-screen for ATXN expression inhibitors. S2 cells (HEK-293 line with an ATXN2-luciferase reporter) viability, CellTiter-Fluor protease fluorescence, 24 h. Potency, µM (highest dose often 56.7 µM), most hits filed as cytotoxic. hit rate 0.49% among 400,000; note: potency is the fitted concentration of half-maximal effect; nearly all actives have a fitted effect of over 40% in size
# ATXN2 expr inh = ATXN2 expression inhibition. HEK-293 ATXN2-luciferase reporter, luminescence, 24 h. Potency, µM (doses to about 57 µM), inactives show at the top dose activity change, negative = inhibition, usual class: inhibitors. hit rate 0.72% among 360,000. AID 1745845; note: potency is the fitted concentration of half-maximal effect; % is set by controls: 0 for no effect and ±100 for the full control effect; nearly all actives have a fitted effect of over 55% in size
#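 qHTS (up to 57 uM final) was run with 24 h compound exposure of reporter cells at 37 °C. Each well was multiplexed: SteadyGlo luminescence measured ATXN2-luciferase expression after a fluorogenic Gly-Phe-AFC viability readout (25 uM final).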
# HepG2 viability = counter-screen for TGF-b inhibitors: cytotoxicity in HepG2 cells | HepG2 CAGA-GFP viability, ATP luminescence, 18 h | Potency, µM (highest dose often 46.1 µM), without a hit: at the top dose activity change, negative = cytotoxicity, usual class: cytotoxic | hit rate 0.76% among 410,000 | AID 588856; note: potency is the fitted concentration of half-maximal effect; some results filed as inactive show a strong effect at the top dose
#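 CellTiter-Glo luminescence gave cytotoxicity after 18 hours at 37 degrees C. The cells were HepG2 CAGA-GFP in 1% FBS DMEM, stimulated with 500 pg/mL TGF-beta after compound addition. %Activity was normalised to no-cell wells (complete cell-killing) and DMSO (no toxicity), and curves were fitted and classified.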
# IL1B secr inh = inflammasome signaling inhibition, IL-1 beta readout. hit rate 4.7% among 360,000. THP-1 LPS/ATP IL-1B secretion, AlphaLISA, 16 h; stronger effect = lower value. activity change, % at 57.5 µM; in the data active = activity change below about -50%; inconclusive = mostly about -30% to -49%; note: % is set by controls: 0 for no effect and ±100 for the full control effect
#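 THP-1 cells pretreated 1 hr with compounds (up to 57.5 uM final), then stimulated with LPS (250 ng/mL final) plus ATP (1.25 mM final); secreted IL-1B measured by AlphaLISA after 16 hr, decreased signal indicating inhibition.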
# Nrf2 ARE act = Nrf2 pathway activation. AREc32 ARE-luciferase reporter (MCF7-derived line), luminescence, 24 h. Potency, µM (titrated, usually from 46.1 µM), for the others: top-dose activation, hits mostly activators. hit rate 0.31% among 410,000. AID 624171; note: potency is the fitted concentration of half-maximal effect; % of control where 0% means no effect; nearly all actives have a fitted effect of over 65% in size
#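 Steps: seed AREc32_Fluc cells (1000/well, 5% FBS OPTI-MEM); incubate overnight at 37 deg C; add 23 nL compound; incubate 24 hr; add Steady-Glo; hold 30 min RT; read luminescence.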
# * hit, by the source's call; i = inactive; ? = inconclusive; nt = not tested or not shown; [ ] = remark or other dose. Unless noted, calls come from the whole dose curve; as a rule, active = well fitted curve in the direction sought with a large enough effect; inconclusive = small, poorly fitted or top-dose-only effect, or another doubt; inactive = no such curve, though single readings can be large; an effect the other way counts as inactive or inconclusive.
SMILES,TGFb inhibitor,Nrf2 block,MCF10A rerep,A549 tox,ATXN viability,ATXN2 expr inh,HepG2 viability,IL1B secr inh,Nrf2 ARE act
CCC(C(=O)Nc1cccc(C(=O)O)c1)c1ccccc1 (stereo not given),4%,4%,-2%,3%,i,-4%,4%,2,-0.5%
CCOC(=O)c1ccc(NC(=O)CN2Cc3ccccc3C2=O)cc1,-4%,?,nt,2%,nt,nt,4%,nt,0.5%
Cc1ccc(C)c(N(C(=O)CCC(=O)Nc2cc(C)on2)C(C(=O)NC2CCCC2)c2ccco2)c1 (stereo not given),0%,-10%,-9%,-16%,i,1%,23%,-6,0.0%
C[C@@H]1CN([C@@H](C)CO)S(=O)(=O)c2ccc(Br)cc2O[C@H]1CN(C)C(=O)Nc1ccc(C(F)(F)F)cc1,?,nt,nt,nt,nt,?,16%,-14,3.7%
O=C(O)C(c1ccccc1)C1(O)CCC1 (stereo not given),-6%,?,1%,3%,i,3%,-11%,1,-0.2%
O=S(=O)(Nc1ccc2c(c1)nc1n2CCN(Cc2ccccc2)C1)c1ccc(F)cc1,3%,-11%,5%,0%,i,3%,-20%,0,0.0%
Cc1ccc2nc(N3C(=O)C(O)=C(C(=O)c4ccco4)C3c3cccc(O)c3)sc2c1 (stereo not given),0%,3%,23µM*,?,i,18%,8%,21,-0.3%
CCSc1nnc(NC(=O)c2csc(C)c2)s1,23%,4%,-4%,7%,i,22%,-6%,10,4.0%
CC1CCCCC1NC(=O)CSc1ncnc2sccc12 (stereo not given),-3%,nt,nt,nt,?,nt,4%,-20,2.9%
C/C(CC(=O)Nc1ccc(Cl)cn1)=N\NC(=O)Cc1cccs1,-3%,8%,-2%,-5%,i,-1%,19%,26,7.5%
COc1ccc(C(=O)Nc2nc(-c3cccs3)cs2)cc1,?,-27%,?,-8%,?,1%,-36%,-72*,15%
c1ccc2[nH]c(CCCCc3nc4ccccc4[nH]3)nc2c1,-6%,?,9%,0%,i,-10%,-6%,13,-0.4%
O=C(N/N=C/C1CCCCC1)c1cc(Cl)ccc1O,-19%,nt,-2%,-3%,i,0%,-33%,0,3.6%
C/C(=N\Nc1ccc(C(F)(F)F)cn1)c1ccc(S(=O)(=O)NCc2ccco2)cc1,0%,4%,?,8%,i,-6%,-16%,0,2.8%
Cc1cc2oc(=O)sc2cc1NS(=O)(=O)c1cccc2cccnc12,-2%,13%,?,-1%,i,-8%,5%,-69*,?
COc1ccc(CC2(CO)CCN(CC3=CC[C@H]4C[C@@H]3C4(C)C)CC2)cc1,0%,8%,13%,?,i,nt,-3%,-2,-1.7%
CCCCN(CC(=O)NCc1ccc(Cl)cc1)S(=O)(=O)c1ccc2c(c1)OCCO2,0%,-28%,?,-2%,i,7%,-28%,-7,3.0%
CC(C)CC(=O)NC(NCC1CCCO1)C(Cl)(Cl)Cl (stereo not given),-6%,30%,22%,11%,i,1%,-45%,7,0.2%
CC1CCc2c(sc(NC(=O)CSc3ncnc4c3cnn4-c3ccccc3Cl)c2C#N)C1 (stereo not given),6%,?,9%,0%,i,-7%,-7%,14,-0.6%
CCC(C)(C)NC(=O)C(c1cccn1C)N(Cc1ccc(OC)cc1)C(=O)Cn1nnc2ccccc21 (stereo not given),?,20%,1%,-1%,i,-11%,-42%,47,2.6%
O=C(NCc1ccccc1CN1CCOCC1)c1ccc(-n2cccn2)cc1,4%,-12%,8%,20%,i,-18%,-1%,-15,0.0%
COCCN1C(=O)C(CC(=O)Nc2ccccc2)SC1=Nc1ccc(OC)cc1 (stereo not given),-4%,8%,4%,-3%,?,-15%,-4%,8,-0.9%
CCN(CC)c1ccc(NC(=O)c2ccccc2Br)cc1S(=O)(=O)Nc1ccccc1OC,-10%,-6%,10%,0%,i,-9%,-11%,-60*,4.8%
NC(=O)c1ccc(C2SCC(=O)N2Cc2ccccc2)cc1 (stereo not given),10%,nt,3%,1%,i,8%,-3%,11,0.4%
Cc1cc2c(cc1C)CSC(c1ccccc1OC(=O)C(C)C)SC2,7%,-20%,1%,-6%,?,-12%,-8%,10,0.4%

# Filtered by structure: the compounds so far containing two or more sulfur atoms
SMILES,TGFb inhibitor,Nrf2 block,MCF10A rerep,A549 tox,ATXN viability,ATXN2 expr inh,HepG2 viability,IL1B secr inh,Nrf2 ARE act
CCSc1nnc(NC(=O)c2csc(C)c2)s1,23%,4%,-4%,7%,i,22%,-6%,10,4.0%
CC1CCCCC1NC(=O)CSc1ncnc2sccc12 (stereo not given),-3%,nt,nt,nt,?,nt,4%,-20,2.9%
COc1ccc(C(=O)Nc2nc(-c3cccs3)cs2)cc1,?,-27%,?,-8%,?,1%,-36%,-72*,15%
Cc1cc2oc(=O)sc2cc1NS(=O)(=O)c1cccc2cccnc12,-2%,13%,?,-1%,i,-8%,5%,-69*,?
CC1CCc2c(sc(NC(=O)CSc3ncnc4c3cnn4-c3ccccc3Cl)c2C#N)C1 (stereo not given),6%,?,9%,0%,i,-7%,-7%,14,-0.6%
Cc1cc2c(cc1C)CSC(c1ccccc1OC(=O)C(C)C)SC2,7%,-20%,1%,-6%,?,-12%,-8%,10,0.4%

# Next entries follow:
SMILES,TGFb inhibitor,Nrf2 block,MCF10A rerep,A549 tox,ATXN viability,ATXN2 expr inh,HepG2 viability,IL1B secr inh,Nrf2 ARE act
COC(=O)c1cc(C(=O)N2CCN(C(=O)c3ccco3)CC2)cc([N+](=O)[O-])c1,?,-9%,2%,-4%,i,-5%,-5%,9,0.2%
COC(=O)COc1ccc(S(=O)(=O)NCC2CCCO2)cc1Cl (stereo not given),6%,nt,-1%,6%,i,-9%,-30%,-10,0.0%
O=C1NC2(CCCCC2)N(C(=O)c2ccccc2)C2=C1CCCC2,1%,21%,?,-10%,i,-18%,-1%,-19,4.8%
CN(C)S(=O)(=O)c1ccc(C(=O)NCc2nc3ccccc3s2)cc1,7%,-4%,12%,-6%,i,12%,-3%,13,-0.1%
Clc1ccccc1-c1ccc2nccn2c1,17%,nt,nt,nt,i,15%,2%,2,3.4%
c1cc2c(cc1NC1CCCCCC1)OCO2,-7%,3%,6%,-3%,i,-6%,2%,-16,2.9%
NC(=O)c1cccc(Nc2nc(C(N)C3CCCCC3)cs2)n1 (stereo not given),34%,nt,nt,nt,?,3%,-28%,-3,7.4%
CCN(CC)C(=O)C(=O)c1cccn1-c1c(Cl)cccc1C#N,-26%,8%,2%,16%,i,nt,-3%,-8,0.2%
Fc1ccc(-c2ccc(CNCCSc3nnnn3-c3ccccc3)o2)cc1,-13%,16%,nt,10%,i,-11%,-24%,nt,6.9%
Cc1ccc2c(CN3CCCCC3C)cc(=O)oc2c1 (stereo not given),-2%,1%,0%,-3%,i,22%,10%,8,-0.3%
CCc1ccc(CN(C)C(=O)CCc2nnc(CCc3ccccc3OC)o2)nc1,-19%,-19%,0%,1%,i,2%,-14%,29,-0.9%
CCOC(=O)/C=C1\SCC(=O)N1CC(=O)Nc1cc(S(=O)(=O)N(C)C)ccc1C,48%[activator],-17%,-1%,0%,i,6%,-1%,3,-1.0%
CC(NC(=O)COC(=O)c1cccnc1Cl)C12CC3CC(CC(C3)C1)C2 (stereo not given),-13%,-5%,-4%,12%,?,nt,-4%,2,-0.1%
CC1CC1C(=O)N1CCN(S(=O)(=O)c2cc(C(F)(F)F)cc(C(F)(F)F)c2)CC1 (stereo not given),14µM*,?,17%,-17%,i,?,-46%,46,-0.3%
Cn1c(=O)c2c(nc(NCCCO)n2C/C=C/c2ccccc2)n(C)c1=O,-5%,nt,27%,-3%,i,2%,-17%,-1,3.4%
CCc1ccc(CNC(=O)C2CCCN(S(=O)(=O)c3ccc4c(ccn4C)c3)C2)cc1 (stereo not given),?,nt,nt,0%,?,-30%,-30%,nt,3.7%
COc1cc([N+](=O)[O-])ccc1N1C(=O)C2C3C=CC(C4CC34)C2C1=O (stereo not given),17%,-7%,-1%[9.22 µM],-10%,i,-14%,4%,20,-0.1%
COc1cc(C2C3C(=O)N(c4ccc(F)cc4)C(=O)C3ON2c2ccccc2)ccc1O (stereo not given),-18%,-8%,14µM*,0%,i,0%,-24%,10,0.7%
Cc1cccc(NC(=O)c2cnc3n(c2=O)CCS3)c1,6%,?,-4%,-4%,i,21%,-4%,0,3.2%
COc1ccc(-c2cc(C3CC3)nc(N)c2C#N)cc1,1%,14%,13%,9%,i,11%,-10%,40,4.7%
CCc1ccccc1NC(=O)c1cc(=O)c2ccccc2o1,-4%,-9%,28%,12%,i,nt,3%,-1,-0.1%
COc1cccc(NC(=O)CCC(=O)Nc2cccc(OC)c2)c1,2%,3%,-5%,-2%,i,1%,7%,-8,5.5%
COc1cc2nc(N(CCN(C)C)C(=O)c3ccc4ccccc4c3)sc2cc1OC,-2%,?,-1%,3%,i,-6%,-3%,-13,-0.1%
Cn1c(SCC(=O)Nc2ccc(C(=O)O)cc2)nc2scc(-c3ccccc3Cl)c2c1=O,1%,-6%,-33%,1%,i,-18%,-1%,0,0.1%
O=C(/C=C/Nc1cccc(F)c1)c1ccco1,?,?,-2%,-3%,i,82%[activator],-15%,5,?

# Assay outcomes (PubChem BioAssay)
